CF NFkB inh = cystic fibrosis NF-kB activation inhibition. AID 588850. hit rate 0.86% among 360,000. inhibition, % at 5 µM. KKLEB NF-kB-GFP reporter, PAF-induced, GFP fluorescence overnight;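 active = at least 50% inhibition at 5 µM, scaled per plate between neutral and stimulator controls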;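 also: PAF is a Pseudomonas aeruginosa culture filtrate used as stimulus; plate controls were PAF-stimulated DMSO wells for no effect and unstimulated DMSO wells for full effect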
EBV LMP1 NFkB = inhibitors of Epstein-Barr LMP1-induced NF-kappaB reporter. LMP1-induced NF-kappaB luciferase reporter cells, luminescence. inhibition, % at 12.5 µM. hit rate 0.69% among 350,000; in the data active = inhibition above about 41%; inconclusive = no clear call, values can overlap the other calls;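 also: 0% = neutral control wells and 100% = reference inhibitor control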
HIF-2a inh = HIF-2a inhibition. 786-0 RCC cells HIF-2a reporter, luciferase luminescence, overnight. inhibition, % at 18.8 µM. hit rate 0.72% among 360,000;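 active = inhibition of the luminescence signal of 40% or more relative to plate controls, in a single-dose primary screen at 18.75 µM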
C8 TRAIL sens = caspase-8 TRAIL sensitization; inhibition (viability loss, TRAIL sensitization), % at 10 µM; hit rate 1% among 360,000; NB7+C8 cells + TRAIL, ATPlite viability luminescence;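 active = compounds causing at least 50% loss of cell viability in the single-dose screen, relative to plate controls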
Shn3 inh set2 = reduces Shn3 3'UTR luciferase signal in osteoblasts | inhibition, % at 12.5 µM | Clone20 osteoblast Shn3 3'UTR firefly luciferase, 24 h | hit rate 0.52% among 360,000 | AID 588674;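 active = mean inhibition of at least 75% with every replicate also reaching 75%; inconclusive = mean inhibition at least 75% but some replicate below; inactive = mean inhibition below 75%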;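 also: 0% = median of neutral control wells and 100% = pilot-screen positive control compound; some compounds past the cut are filed as inactive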
TRPM1 prom inh = MITF TRPM1 promoter inhibition in SK-MEL-5 cells | SK-MEL-5 TRPM1 promoter luciferase, 24 h | inhibition, % at 12.5 µM | hit rate 0.83% among 330,000 | AID 488899;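 active = mean inhibition across replicates of 60% or more, whatever share of single replicates reaches that level; inconclusive = some that reach 60%, reason not given; inactive = mean inhibition across replicates below 60%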; also: values of inactives mirror those of a sister screen read the other way
hiPSC survival = hiPSC single-cell survival enhancement; ATPlite luminescence; 100% = ROCK inhibitor wells, 0% = DMSO; hit rate 0.044% among 360,000; survival enhancement, % at 20 µM; in the data active = survival enhancement above about 18%;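 also: cells exposed to compounds for 16 hours before the ATP read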
NR2E3 ag-1 = agonists of human NR2E3 nuclear receptor | Q9Y5X4 | CHO-S Gal4-NCOR/VP16-NR2E3 two-hybrid, luciferase | inhibition of corepressor binding, % at 3.98 µM | hit rate 0.35% among 360,000 | AID 602229;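 active = inhibition above the mean of all tested compounds plus 3 SD, cut at about 70% in these data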;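 also: 0% = DMSO with NR2E3 transfected cells and 100% = cells lacking NR2E3 construct; higher means lower luciferase signal from less NR2E3 corepressor binding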
Target sequence (Q9Y5X4 whole entry, looked up, the tested form may be a part): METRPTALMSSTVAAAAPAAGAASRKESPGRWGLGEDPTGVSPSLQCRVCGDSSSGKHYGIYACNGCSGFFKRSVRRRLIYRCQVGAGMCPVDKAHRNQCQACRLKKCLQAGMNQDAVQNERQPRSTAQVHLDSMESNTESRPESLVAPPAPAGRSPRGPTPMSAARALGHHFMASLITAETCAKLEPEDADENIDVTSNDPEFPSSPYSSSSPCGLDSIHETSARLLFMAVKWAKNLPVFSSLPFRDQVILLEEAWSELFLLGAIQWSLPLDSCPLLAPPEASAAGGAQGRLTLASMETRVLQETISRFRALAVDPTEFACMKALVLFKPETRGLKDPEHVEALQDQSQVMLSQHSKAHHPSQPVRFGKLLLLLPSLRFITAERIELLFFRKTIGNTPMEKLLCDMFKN
Peg3 prom inh = reduces Peg3 promoter-driven luciferase expression in HeLa | hit rate 1.7% among 360,000 | HeLa PEG-Prom luciferase reporter, luminescence, overnight | inhibition, % at 20 µM;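 active = inhibition of at least 50% at 20 µM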
NR2E3 ag-2 = NR2E3 (human) agonism; Q9Y5X4; GST-NR2E3/biotin-RetCOR TR-FRET, 1536-well; inhibition of corepressor binding, % at 4.78 µM; hit rate 0.12% among 320,000; AID 2300;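 active = percent inhibition above the cutoff of mean plus 3 SD of all tested compounds, set per screening campaign, cut at about 20% in these data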;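 also: 0% = DMSO wells and 100% = biotin wells as full block of FRET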
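System: GST-tagged NR2E3 plus biotinylated RetCOR corepressor; Buffer or medium: pH 7.5 Tris-based buffer; Probe or stimulus: RetCOR corepressor, biotinylated, 7 nM; Doses: compound at 4.8 µM, single dose; Schedule: 5 h incubation at 4 °C; Technique: time-resolved FRET; Evaluation: percent inhibition of TR-FRET ratio; Replication: one well per compound, singlicate testing.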
KKLEB cytotox = CF airway cell cytotoxicity counter-screen | hit rate 0.36% among 360,000 | AID 602141 | activity change (cytotoxicity), % at 5 µM | KKLEB CF airway cells viability, ATPlite luminescence, overnight; hits give low values; cells stimulated with P. aeruginosa culture filtrate;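 active = corrected activity change at or below -50% at 5 µM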
An asterisk follows results filed as active; ? = inconclusive; nt = not tested or not shown. An excerpt; rates above refer to the full screens.

no.	Structure	CF NFkB inh	EBV LMP1 NFkB	HIF-2a inh	C8 TRAIL sens	Shn3 inh set2	TRPM1 prom inh
1	O=C(CCc1ccccc1)N1Cc2cc(N3CCCCC3)ccc2-n2nncc2C1	-10	nt	17	-6	-22	nt
2	CN1CC(C(=O)c2ccc(F)cc2)C(c2ccc(F)cc2)C1 (stereo unspecified)	0	-2	12	0	23	-7
3	O=C1CC(=O)N(c2cccc(F)c2)C(=O)N1	25	-12	20	-19	5	-1
4	COCCNC(=O)CN1C2CCC1CC(O)(c1cccnc1)C2 (stereo unspecified)	-4	-1	13	18	3	-13
5	O=C(Nc1cccnc1)c1c(O)c2c(n(Cc3ccccc3)c1=O)CCCC2	8	-1	8	-4	4	-3
6	O=C1NC(=O)C(Sc2ccccc2[N+](=O)[O-])C(=O)N1	-14	-14	-3	2	-60	16
7	O=c1c2ccccc2nc(-c2ccccc2)n1-c1ccc(O)cc1	-4	-4	-40	2	2	8
8	c1ccc(CCN2CCCCC2)nc1	-4	5	1	-13	-6	-3
9	Cc1ncc(CN2CCCC(C(=O)c3cccc(OC(C)C)c3)C2)s1 (stereo unspecified)	-7	2	8	2	-2	-2
10	CCOc1cc2c(cc1OCC)-n1cccc1C(c1ccc(C(C)C)cc1)NC2 (stereo unspecified)	-11	20	-1	24	90*	10
11	CCCC(C)n1[nH]c(=O)c2c1NC(=O)CSC2c1ccc(OC)c(OC)c1 (stereo unspecified)	-8	-2	7	-9	0	-3
12	CN(c1ccccc1)c1ccc([N+](=O)[O-])c2nonc12	2	10	-13	-9	-4	-2

no.	hiPSC survival	NR2E3 ag-1	Peg3 prom inh	NR2E3 ag-2	KKLEB cytotox
1	1.1	-9	21	nt	4
2	-0.7	-1	3	2	1
3	0.0	-14	8	-1	-5
4	0.2	0	3	4	2
5	0.7	-16	-4	1	-25
6	0.2	-17	3	-4	-3
7	0.8	-51	-43	-3	-3
8	-2.8	-48	-17	nt	-4
9	-2.1	-15	16	-2	4
10	0.1	-1	17	1	8
11	2.2	-15	4	0	-4
12	-0.5	-22	-16	-1	6

(next part)
no.	Structure	CF NFkB inh	EBV LMP1 NFkB	HIF-2a inh	C8 TRAIL sens	Shn3 inh set2	TRPM1 prom inh
13	O=C(COc1ccc(Cl)cc1)N(c1ccccc1Cl)C1CN2CCC1CC2 (stereo unspecified)	8	1	3	4	-7	5
14	CC1=CC(=O)C2=C(C)CC(O)C3C(C)C(=O)OC3C12 (stereo unspecified)	-5	-1	12	7	-1	4
15	O=C(c1cn(Cc2ccccc2F)c2ncccc12)C(F)(F)F	4	-2	12	-16	9	20
16	Cc1nn(Cc2ccccc2Cl)c(Cl)c1C(=O)OCC(=O)NC(=O)NC1CCCCC1	-13	2	7	13	8	0
17	O=C(c1cc(C(=O)NCc2ccccc2)c(=O)n(Cc2ccccc2)c1)c1cc(Br)ccc1O	10	4	18	-3	-5	-7
18	CC(C)=CCc1c(O)cc2c(c1O)C(=O)CC(c1ccc(O)cc1)O2 (stereo unspecified)	8	-1	-41	1	17	nt
19	Cc1cccnc1-n1c(CN2C(=O)c3ccccc3C2=O)nc2ccccc2c1=O	-13	-1	15	4	-17	0
20	Cc1ccccc1-[n+]1c(-c2ccccc2)cc(-c2ccccc2)cc1-c1ccccc1	37	?	-7	67*	30	90*
21	O=C(NCC1=C(c2ccc3ccccc3c2)C[C@@H]2CC[C@H]1N2Cc1ccco1)c1ccc([N+](=O)[O-])cc1	-8	0	-3	-2	25	nt
22	Fc1c(F)c(F)c(N2CCNCC2)c(F)c1F	8	6	16	-20	13	-1
23	O=C(N/N=C/c1c(O)n(Cc2ccccc2)c(=O)[nH]c1=O)c1ccccc1O	8	-6	-1	-14	-11	10
24	CCN(CC)c1ccc(CC2C(=O)N(C)C(=O)N(C)C2=O)cc1	-16	-1	10	-12	-3	5

no.	hiPSC survival	NR2E3 ag-1	Peg3 prom inh	NR2E3 ag-2	KKLEB cytotox
13	-0.4	-6	6	-1	-5
14	0.8	-6	23	0	8
15	-0.7	-42	-15	-2	6
16	-0.8	-5	23	1	3
17	-1.2	27	48	1	-7
18	-0.3	-12	3	-1	-10
19	0.0	-17	1	1	6
20	-4.6	10	37	0	-6
21	-1.7	-10	23	nt	6
22	-0.4	8	9	-1	-2
23	1.3	-57	4	-3	2
24	4.4	-7	3	-2	10

Other compounds:
no.	Structure	CF NFkB inh	EBV LMP1 NFkB	HIF-2a inh	C8 TRAIL sens	Shn3 inh set2	TRPM1 prom inh
25	CCOC(=O)C1(CCc2ccccc2)CCN(C(C)CSC)CC1 (stereo unspecified)	10	11	17	-1	15	12
26	COC(=O)C1=C(c2ccc(S(C)(=O)=O)cc2)C[C@@H]2CC[C@H]1N2C(=O)N1CCC(O)CC1	-30	-10	7	-11	-46	0
27	NCCc1ccc(S(=O)(=O)F)cc1	-10	4	-5	7	-2	5
28	O=C1NC(=S)NC(=O)C1=Cc1c(Cl)cccc1Cl	-12	3	32	24	-4	12
29	Clc1ccccc1NC1=NCCCS1	1	-6	2	-8	-6	0
30	C[C@H](N)CN1CCc2ccc(Br)cc21	2	1	7	16	-24	-2
31	COC(=O)C1=C(c2ccc(OC)c(OC)c2)C[C@@H]2CC[C@H]1N2C(=O)NC(C)C	0	10	14	-8	-8	-2
32	CCC(C)N1C(=O)/C(=C\c2cc3c4c(c2)CCCN4CCC3)C(=O)NC1=S (stereo unspecified)	15	5	15	4	-1	12
33	c1cncc(CNCCN2CCNCC2)c1	-28	1	15	5	2	6
34	Cc1cc(C(=O)C[N+]23CCN(CC2)CC3)c(C)n1-c1ccc(Br)cc1	-6	-13	15	-3	-23	9
35	Cc1cccc(-n2c(O)c(/C=N/NC(=O)c3ccncc3)c(=O)[nH]c2=O)c1	-18	nt	15	-21	2	nt
36	Cc1ccc2nc(-c3ccncc3)cc(C(=O)N3CCC4(CC3)OCCO4)c2c1	13	2	-3	9	6	1

no.	hiPSC survival	NR2E3 ag-1	Peg3 prom inh	NR2E3 ag-2	KKLEB cytotox
25	-0.5	6	5	-2	-2
26	2.0	-3	-5	0	4
27	-2.6	-2	-23	6	22
28	0.3	-13	-10	nt	1
29	-0.7	-29	-10	-1	9
30	1.2	6	2	7	-11
31	0.2	-12	5	2	12
32	3.2	12	22	-5	-2
33	-1.8	10	11	nt	6
34	3.3	-17	11	-1	0
35	-0.7	-5	10	-2	6
36	-2.2	20	24	4	-2

Following part
no.	Structure	CF NFkB inh	EBV LMP1 NFkB	HIF-2a inh	C8 TRAIL sens	Shn3 inh set2	TRPM1 prom inh
37	CCN(CC)c1ccc(CN2CC=C(c3ccc(F)cc3)CC2)cc1	-2	-1	9	9	20	0
38	O=[N+]([O-])c1ccc(C(c2ccc([N+](=O)[O-])cc2)c2ccc([N+](=O)[O-])cc2)cc1	-5	2	-8	-4	-18	9
39	C#C[C@]1(O)[C@H](O)CC2C3CC[C@H]4C[C@@H](O)CC[C@]4(C)C3CC[C@@]21C (stereo partly specified)	31	nt	-5	1	-6	nt
40	COc1ccc(-n2c(O)c(C=NCCCn3ccnc3)c(=O)[nH]c2=O)cc1	3	9	14	-18	-14	-5
41	CC(C)(C)c1ccc(OC(=O)N2CCCCC2)cc1	16	-32	-175	6	0	-77
42	COc1cccc(/C=C2\N=C(c3cncc(Br)c3)OC2=O)c1	3	-6	14	3	2	-6
43	COc1ccc2[nH]cc(CCNCc3cccnc3)c2c1	-4	6	10	-17	-25	-4
44	O=C(Cc1ccccc1)OCC(=O)c1ccccc1	9	6	6	-13	-15	2
45	CC(Cc1ccccc1)NC(=O)NC(C)Cc1ccccc1 (stereo unspecified)	-10	-26	-174	3	-54	-64
46	CC(=O)Nc1ccccc1C(=O)OCC(=O)c1cccc2ccccc12	-3	11	-88	8	-9	-14
47	O=C(CCNC(=O)N1C[C@H]2C[C@@H](C1)c1cccc(=O)n1C2)Nc1cccc(Cl)c1	4	-4	-5	-12	-1	3
48	CN1C(=O)CN=C(c2ccc[nH]2)c2cc(Cl)ccc21 (tested in a mixture with another compound)	-28	0	-6	13	-24	nt

no.	hiPSC survival	NR2E3 ag-1	Peg3 prom inh	NR2E3 ag-2	KKLEB cytotox
37	-1.3	-4	16	0	0
38	1.1	2	41	nt	-18
39	2.0	17	-10	nt	-24
40	-3.2	-21	2	-1	-1
41	-1.9	-80	-275	2	-4
42	-0.4	-9	7	-1	10
43	-0.2	-7	8	5	19
44	-0.6	3	7	nt	9
45	-2.2	-85	-264	2	19
46	2.6	-55	-26	3	2
47	-0.2	-37	-2	0	8
48	-2.4	-3	-8	nt	4

Of the compounds above, these contain an NH in an aromatic ring.
no.	Structure	CF NFkB inh	EBV LMP1 NFkB	HIF-2a inh	C8 TRAIL sens	Shn3 inh set2	TRPM1 prom inh
11	CCCC(C)n1[nH]c(=O)c2c1NC(=O)CSC2c1ccc(OC)c(OC)c1 (stereo unspecified)	-8	-2	7	-9	0	-3
23	O=C(N/N=C/c1c(O)n(Cc2ccccc2)c(=O)[nH]c1=O)c1ccccc1O	8	-6	-1	-14	-11	10
35	Cc1cccc(-n2c(O)c(/C=N/NC(=O)c3ccncc3)c(=O)[nH]c2=O)c1	-18	nt	15	-21	2	nt
40	COc1ccc(-n2c(O)c(C=NCCCn3ccnc3)c(=O)[nH]c2=O)cc1	3	9	14	-18	-14	-5
43	COc1ccc2[nH]cc(CCNCc3cccnc3)c2c1	-4	6	10	-17	-25	-4
48	CN1C(=O)CN=C(c2ccc[nH]2)c2cc(Cl)ccc21 (tested in a mixture with another compound)	-28	0	-6	13	-24	nt

no.	hiPSC survival	NR2E3 ag-1	Peg3 prom inh	NR2E3 ag-2	KKLEB cytotox
11	2.2	-15	4	0	-4
23	1.3	-57	4	-3	2
35	-0.7	-5	10	-2	6
40	-3.2	-21	2	-1	-1
43	-0.2	-7	8	5	19
48	-2.4	-3	-8	nt	4

Carrying on.
no.	Structure	CF NFkB inh	EBV LMP1 NFkB	HIF-2a inh	C8 TRAIL sens	Shn3 inh set2	TRPM1 prom inh
49	Cc1ccc2cccc(OC(=O)N3CCCC3)c2n1	-19	-1	26	-12	-1	-1
50	CCCCn1c(=O)c(C(=O)Nc2ccsc2C(=O)OC)c(O)c2ccccc21	-11	7	11	13	55	12
51	CCCN1CCC[C@@H]2Cc3[nH]ncc3C[C@H]21	-14	3	3	-1	-3	-2
52	Cc1c(CC(=O)N2C[C@H]3C[C@@H](C2)c2cccc(=O)n2C3)c(=O)oc2cc(O)c(Cl)cc12	-16	-3	5	-9	-6	-2
53	Cc1ccc(OP2(=O)Nc3cc(C)c(C)cc3S2)cc1 (stereo unspecified)	-72	-35	-8	-1	-44	3

no.	hiPSC survival	NR2E3 ag-1	Peg3 prom inh	NR2E3 ag-2	KKLEB cytotox
49	8.8	-25	13	-2	4
50	-1.6	9	3	2	-8
51	3.3	-17	-4	3	-1
52	-0.3	-8	-3	1	5
53	0.1	-108	-226	nt	10

Source: PubChem BioAssay (several laboratories)
